# KOR beta-arrestin-1: KOR antagonists, beta-arrestin recruitment, cell-based, luminescence, uHTS (AID 1778) | KOR beta-arrestin recruitment, luminescence, antagonist mode; higher % means a stronger effect | inhibition, % at 10 µM; hits with a dose series show IC50 in µM | hit rate 0.091% among 290,000; also: strong numbers were not always called active
# Dynein transport: blocks dynein driven cargo transport along microtubules. 3617.4 mouse cells, GR-EGFP nuclear translocation imaging; test concentration mostly 20 µM; stimulated with dexamethasone, 1 µM; hits give low values. z-score, hits read low. hit rate 0.47% among 220,000. AID 1381;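 active = plate z-score of nuclear minus cytoplasmic receptor signal below a set negative limit, without overly bright fluorescence or cell loss, cut at about -3.5 in these data, passing the limit was not always enough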;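 also: z-score of nuclear minus cytoplasmic ring GR-EGFP intensity difference per well; some compounds called inactive have numbers as strong as hits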
#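 Buffer or medium: tet-free, stripped-serum medium; reagent: dexamethasone at 1.0 µM final, 30 min; incubation: 48 h induction, 1 h compound, 30 min dex at 37 °C; measured by: formaldehyde fixation, Hoechst nuclear stain, 10x automated fluorescence imaging; read-out: nuclear-to-cytoplasmic GR-EGFP distribution per well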
# M17LAP inhibition: P. falciparum M17LAP inhibitors, primary screen, biochemical, fluorogenic H-Leu-NHMec substrate, 1536-well (AID 1619); recombinant M17LAP, H-Leu-NHMec fluorogenic kinetic assay; higher % means a stronger effect; one-dose inhibition, % at 30 µM; IC50 in µM for titrated hits; hit rate 0.38% among 220,000;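 active = compound inhibiting the enzyme by more than half at any dose during confirmatory dose-response retesting; inconclusive = strong single-dose inhibitors picked by rank but not retested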;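 also: plate controls were full reaction with DMSO carrier for no effect and no enzyme background for full effect; strong numbers were not always called active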
# M1AAP inhibition: P. falciparum M1AAP inhibitors, biochemical, fluorogenic H-Leu-NHMec substrate, 1536-well (AID 1445); recombinant M1AAP, H-Leu-NHMec fluorogenic kinetic assay; higher % means a stronger effect; inhibition, % at 30 µM; hits with a dose series show IC50 in µM; hit rate 0.42% among 220,000;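 active = primary inhibition above the hit cutoff, then over 50% inhibition at one or more dose response concentrations, cut at about 23% in these data, passing the limit was not always enough; inconclusive = conflicting primary data, or primary hits not chosen for dose response; inactive = low primary inhibition, or under 50% at every dose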;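 also: plate controls were DMSO full reaction for no effect and no enzyme background for full effect; strong numbers were not always called active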
# NOD2 inhibition: inhibition of NOD2-driven NF-kB reporter – cell-based, luminescence, uHTS, HEK293 (AID 1566) | HEK293 NOD2/NF-kB luciferase reporter, luminescence; higher % means a stronger effect | inhibition, % at 4 µM, or EC50 in µM where a hit was titrated | hit rate 0.63% among 290,000; also: many of its hits are not listed in these tables
# GPR55 beta-arrestin: selective activators of receptor GPR55 – imaging, U2OS cells, beta-arrestin-GFP redistribution, primary screen (AID 1961); U2OS GPR55 beta-arrestin-GFP redistribution imaging; higher % means a stronger effect; one-dose activation, % at 10 µM; EC50 in µM for titrated hits; hit rate 0.048% among 290,000;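 active = activation above 40% with more than 50 cells counted in the well; inconclusive = wells holding fewer than 50 cells, flagged as toxic or sparse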;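 also: U2OS osteosarcoma cells stably expressing GPR55 and beta-arrestin-GFP; plate controls were DMSO negative control for no effect and LPI positive control for full effect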
# AID2073: inhibitors of Mint1-CaV2.2 protein interaction, biochemical, HTRF (AID 2073); one-dose inhibition, % at 20 µM; IC50 in µM for titrated hits; hit rate 0.19% among 290,000; HTRF protein-protein interaction, Mint1-CaV2.2; higher % means a stronger effect; in the data active = inhibition mostly above about 51%, no sharp cut-off; inconclusive = no clear call, values can overlap the other calls; inactive = mostly below about 53%; also: some results filed as inactive read as strong as hits
# NOD1 NF-kB reporter: NOD1 signaling inhibitors, primary screen, cell-based, luminescence, uHTS (AID 1578) | hit rate 1% among 290,000 | NOD1-driven NF-kB luciferase reporter cells, luminescence; higher % means a stronger effect | inhibition, % at 4 µM; hits with a dose series show EC50 in µM; in the data active = inhibition mostly above about 36%, no sharp cut-off; inactive = mostly below about 34%;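 also: HEK-293T reporter cells stimulated with the NOD1 agonist gamma-tri-DAP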
# KOR beta-arrestin-2: KOR agonists, beta-arrestin recruitment, primary screen, cell-based, luminescence, uHTS (AID 1777); KOR beta-arrestin recruitment, luminescence; higher % means a stronger effect; activation, % at 10 µM; hits with a dose series show EC50 in µM; hit rate 0.02% among 280,000; in the data active = activation above about 50%, passing the limit was not always enough; also: a part of the inactive calls stands beside numbers as strong as those of hits
# Dynein transport cytoplasmic EGFP: also measured in Dynein transport; calls as there; z-score; measured here: cytoplasmic GR-EGFP intensity; hits give high values
# Dynein transport nuclear GR-EGFP: also measured in Dynein transport; calls as there; z-score; measured here: nuclear GR-EGFP intensity;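 lower value marks the stronger effect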
# Dynein transport cell count: also measured in Dynein transport; calls as there; z-score; measured here: cell count per field
# Active calls of the source: *; ? = inconclusive; · = no result given; [ ] = another dose, or the depositor's remark. Rule as the data show it, unless noted: active = inhibition above about 50%; inactive = the rest. This is a subset, so the mix of outcomes need not match the whole.
SMILES,KOR beta-arrestin-1,Dynein transport,Dynein transport cytoplasmic EGFP,Dynein transport nuclear GR-EGFP,Dynein transport cell count,M17LAP inhibition,M1AAP inhibition,NOD2 inhibition,GPR55 beta-arrestin,AID2073,NOD1 NF-kB reporter,KOR beta-arrestin-2
COc1ccccc1N1CCN(Cc2cc(Br)c(O)c3ncccc23)CC1,63%*,0.38,-0.14,0.43,-0.45,-3%,-2%,28%,-0.1%,6%,-11%,-0.9%
Cc1cccc(N2CCN(S(=O)(=O)c3ccc4c(c3)CC(C)N4C(=O)C3CC3)CC2)c1C (stereo not drawn),-30%,·,·,·,·,·,·,7%,0.3%,12%,12%,0.9%
O=C(/C=C\c1cn(-c2ccccc2)nc1-c1cccs1)N1CCOCC1,·,-0.15,-0.23,0.063,0.48,-9%,2%,5%,0.1%,36%,-34%,0.8%
Cc1ccc(C)c(N2CCN(C(=O)c3ccc(Cn4c(=O)[nH]c5ccccc5c4=O)cc3)CC2)c1,10%,-0.044,-0.24,0.17,0.11,-9%,8%,11%,-0.1%,18%,-33%,-0.9%
COCCN1C(=O)c2ccccc2C(C(=O)NCc2ccco2)C1c1c[nH]c2ccccc12 (stereo not drawn),-14%,-0.58,-0.24,-0.29,1,-1%,2%,-2%,-0.2%,1%,6%,-2.2%
Cn1c(Cn2c(=O)sc3ccccc32)nnc1SCC(=O)NCc1ccco1,14%,0.34,-0.18,0.52,-0.2,1%,1%,12%,0.4%,0%,-26%,5.5%
COCCNC(=O)CN(C(=O)CCC(=O)Nc1nccs1)c1ccc2c(c1)OCO2,1%,·,·,·,·,·,·,-12%,0.2%,2%,-14%,1.2%
CC(C)n1c(SCC(=O)Nc2ccc(F)cc2)nnc1C1CC1,23%,·,·,·,·,·,·,5%,-0.1%,6%,-5%,4.3%
CCCc1nn2c(=O)cc(CSCC(=O)Nc3nnc(C(C)C)s3)nc2s1,-37%,·,·,·,·,·,·,10%,0.6%,28%,-21%,11%
O=C(COC(=O)c1ccc2[nH]c3c(c2c1)CCCC3)Nc1ccccc1Cl,-399%,-0.22,-0.18,-0.14,0.033,6%,11%,-75%,-0.2%,12%,-10%,25%
CCc1ccccc1NC(=O)Nc1ccc(F)cc1F,-7%,-0.15,-0.24,0.043,0.23,0%,6%,14%,-0.8%,2%,-23%,-1.8%
O=C(CSc1ncc(C(=O)O)n1-c1ccc(F)cc1)NCc1ccc2c(c1)OCO2,-8%,-0.31,-0.24,-0.33,0.09,-1%,4%,-4%,0.8%,-3%,-12%,0.4%
CCC(=O)NC1(Cc2ccc(O)cc2)CCCCC1,-13%,-0.012,-0.3,0.13,0.53,8%,1%,2%,-0.2%,11%,-10%,-4.2%
COc1cc(Cl)ccc1OCc1cc(C(=O)N(C)C2CC(C)(C)NC(C)(C)C2)no1,-11%,·,·,·,·,·,·,0%,0.0%,-6%,-27%,-0.4%
CCCC(=O)NCCCc1nc2ccccc2[nH]1,11%,-0.56,-0.23,-0.014,0.46,7%,-1%,9%,0.2%,-3%,·,-1.7%
CC1CN(c2ccccc2)CCN1C(=O)c1cc(COc2c(F)cccc2F)on1 (stereo not drawn),-65%,·,·,·,·,·,·,11%,-0.1%,7%,24%,4.0%
CCn1c(C)nnc1SCC(=O)Nc1ccccc1Cl,-30%[20 µM],·,·,·,·,·,·,8%,-0.1%,8%,-21%,-1.5%
O=C(NCCC1=CCCCC1)C1CCN(S(=O)(=O)c2ccccc2)CC1,0%[20 µM],0.016,0.037,0.045,-0.24,6%,?,14%,0.2%,5%,-9%,0.4%
COc1ccc(NC(=O)C2CCCN(S(=O)(=O)c3ccc4[nH]c(=O)ccc4c3)C2)cc1OC (stereo not drawn),-31%,·,·,·,·,·,·,6%,-0.1%,7%,-14%,-4.9%
O=C(CN1CCOCC1)N(c1ccccc1)c1ccc2ccccc2c1,13%,-0.82,-0.22,-0.18,0.29,8%,12%,-4%,-0.3%,0%,-29%,5.6%
O=C(CCN1C(=O)c2ccccc2S1(=O)=O)Nc1ccccc1F,-7%,·,·,·,·,·,·,19%,0.3%,-2%,-10%,-1.7%
Cc1nc2ccccc2c(=O)n1NC(=O)Cc1ccc(Br)cc1,26%,-0.64,-0.2,0.34,0.21,15%,-2%,23%,0.3%,5%,6%,-0.4%
CC1CCCN(C/C(O)=C(\C#N)c2nc3ccccc3[nH]2)C1 (stereo not drawn),16%,0.24,-0.11,0.013,-0.11,11%,12%,-12%,-0.1%,-6%,-27%,2.3%
CCn1c(SCC(=O)NC2CCCCC2)nc2c(c1=O)SCC2,12%,·,·,·,·,·,·,11%,0.0%,1%,-9%,9.7%
O=c1[nH]c(SCc2ccccc2)nc2c1sc1ccccc12,-40%,-0.29,-0.19,-0.11,0.24,3%,-1%,21%,-0.5%,35%,-25%,-1.4%
CCOc1ccccc1-c1nc(-c2ccc(C)nc2OC)no1,19%,2.3,-0.092,1.5,-2,8%,8%,-84%,-0.1%,-2%,-97%,-5.8%
Cc1ccc(S(=O)(=O)N2CCC(=O)N(CCOC(=O)Nc3ccccc3C)CC2)cc1,-1%,-0.84,-0.29,0.14,0.44,0%,6%,4%,-0.3%,3%,-36%,-1.3%
Cc1ccc(NC(=S)N2CCN(C(=O)C3CCCO3)CC2)cc1 (stereo not drawn),·,2.4,-0.23,0.89,-1.6,-6%,-2%,5%,-0.2%,-30%,4%,2.1%
CCOc1ccc(Br)cc1S(=O)(=O)NC1CC(C)(C)NC(C)(C)C1,6%[20 µM],·,·,·,·,·,·,-14%,-0.1%,8%,-6%,-10%
COc1ccccc1N1CCN(C2CCN(S(=O)(=O)c3ccc4ccccc4c3)CC2)CC1,-9%,-0.06,-0.1,0.14,0.23,1%,-1%,2%,-0.2%,0%,·,-2.6%
Cc1ccc(CS/C(Nc2ccccc2C)=C(\C#N)C(=O)NCc2ccco2)c(C)c1,-9%,-0.61,-0.11,-0.44,-0.53,-5%,-5%,7%,-0.1%,-2%,-15%,2.3%
Fc1cc2nc(-c3ccncc3)[nH]c2cc1F,-14%,-0.25,-0.27,-0.037,-0.25,-20%,9%,-42%,0.1%,25%,·,1.4%
CCCCNC(C(=O)Nc1cccc(S(=O)(=O)N2CCOCC2)c1)c1ccccc1 (stereo not drawn),16%,1.3,-0.33,0.43,-0.69,4%,5%,11%,-0.4%,7%,-16%,-1.9%
CN(C(=O)c1cccc([N+](=O)[O-])c1)c1ccccc1C(=O)NCc1ccccc1,10%,·,·,·,·,·,·,3%,-0.1%,7%,-29%,-1.1%
Cc1ccc(C)c(NC(=O)NCc2ccccn2)c1,-44%,·,·,·,·,·,·,10%,-0.1%,6%,32%,6.6%
O=S1(=O)CCOC[C@H](CC2CCCCC2)N1Cc1ccc(F)cc1,2%[20 µM],·,·,·,·,·,·,-5%,0.0%,3%,2%,2.1%
Clc1ccccc1-c1cc(COc2ccc3ccccc3c2)no1,-29%,0.7,-0.2,0.62,-0.036,-12%,-2%,-38%,0.1%,4%,-28%,-3.3%
Cc1nc2ncnn2c(C)c1CCC(=O)Nc1ccc(S(=O)(=O)N2CCCCCC2)cc1,-27%,-0.47,0.43,-0.13,0.71,7%,-2%,-4%,0.2%,8%,13%,4.2%
COc1ccc(-n2c(=O)c3ccccc3n(CC(=O)NCC3CCCO3)c2=O)cc1 (stereo not drawn),-6%,·,·,·,·,·,·,16%,0.6%,7%,-1%,-4.2%
Cc1ccsc1C(=O)NNC(=O)Nc1ccc(Cl)c(Cl)c1,2%,-0.4,-0.21,-0.35,-0.27,-6%,6%,-15%,-0.1%,0%,-48%,1.0%
O=C(Nc1ccc2nc3n(c(=O)c2c1)CCCCC3)c1ccccc1Cl,28%,0.57,-0.1,0.4,-0.8,1%,19%,-3%,-0.1%,7%,-26%,-8.2%
CCCCN(C)Cc1c(C)[nH]c2ccc(Cl)cc2c1=O,-76%,-0.46,-0.16,0.12,-0.69,5%,2%,13%,0.3%,12%,13%,5.4%
O=C(CN1CCCC1)N/N=C/c1ccc(-c2cccc(Cl)c2)o1,-27%,-0.0072,-0.19,0.54,-0.19,37%,14%,2%,0.2%,-5%,13%,6.2%
CCOc1ccc(NC(=O)C2CCCN(S(=O)(=O)c3ccc(-n4cnnn4)cc3)C2)cc1 (stereo not drawn),7%,·,·,·,·,·,·,10%,0.6%,17%,27%,-0.9%
Cc1c(Cl)cccc1NC(=O)Nc1ccccc1C(N)=O,-1%[20 µM],-0.096,-0.42,-0.63,0.75,12%,6%,2%,-0.1%,-5%,-30%,-7.9%
O=C(c1cc2nc(-c3ccc(F)cc3)cc(C(F)(F)F)n2n1)N1CCCCC1c1cccnc1 (stereo not drawn),-22%,-0.75,0.24,-0.36,0.94,6%,9%,·,-0.5%,7%,·,4.1%
Cc1ccc(C(O)c2nc3ccccc3n2C(C)C)cc1 (stereo not drawn),23%,-0.22,-0.23,-0.093,-0.33,3%,4%,3%,0.2%,2%,·,1.0%
CC(C)[C@H](NC(=O)NC1CCCc2ccccc21)C(=O)O (stereo partly drawn),-18%,-0.49,-0.2,0.013,0.27,12%,1%,-10%,-0.2%,21%,-15%,2.1%
Cc1ccc(O)c(C(=O)/C=C/c2ccc3c(c2)OCCO3)c1,-62%,0.55,-0.14,-0.055,0.034,3%,3%,-91%,3.9%,-14%,-15%,5.3%
CCOC(=O)c1cc(S(=O)(=O)NC2CCCCC2)cn1C,-33%,·,·,·,·,·,·,11%,0.3%,26%,-8%,-2.1%
COC(=O)[C@@]1(Cc2ccccc2)[C@H]2c3cc(C(=O)N4CCCC4)n(CCSCCO)c3C[C@H]2CN1C(=O)c1ccccc1,1%,-0.067,-0.23,0.27,0.61,3%,1%,8%,0.2%,0%,-5%,-2.1%

# Screening results: PubChem BioAssay, several laboratories
